MOR-DOR inv ag = inverse agonists of human mu-delta opioid receptor heterodimerization | inhibition, % at 9.3 µM | AID 504357 | P35372+P41143 | 340,000 compounds, 0.21% hits | cell-based MOR-DOR heterodimer luminescence, inverse agonism; in the data active = inhibition above about 22%, passing the limit was not always enough;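 also: 0% = cells with DMSO and 100% = wells without cells with DMSO; values of inactives mirror those of a sister screen read the other way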
Target sequence (P35372 whole entry, looked up): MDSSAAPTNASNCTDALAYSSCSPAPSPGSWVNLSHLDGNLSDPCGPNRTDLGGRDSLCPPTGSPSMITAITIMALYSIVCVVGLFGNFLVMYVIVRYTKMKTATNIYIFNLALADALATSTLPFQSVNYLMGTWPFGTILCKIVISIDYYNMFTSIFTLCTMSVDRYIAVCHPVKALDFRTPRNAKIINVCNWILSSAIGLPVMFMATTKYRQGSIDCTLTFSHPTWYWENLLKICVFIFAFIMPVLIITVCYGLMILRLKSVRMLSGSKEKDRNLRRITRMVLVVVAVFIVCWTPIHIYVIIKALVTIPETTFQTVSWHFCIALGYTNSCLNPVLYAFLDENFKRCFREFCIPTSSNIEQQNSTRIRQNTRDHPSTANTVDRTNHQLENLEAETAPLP
Target sequence (P41143 whole entry, looked up): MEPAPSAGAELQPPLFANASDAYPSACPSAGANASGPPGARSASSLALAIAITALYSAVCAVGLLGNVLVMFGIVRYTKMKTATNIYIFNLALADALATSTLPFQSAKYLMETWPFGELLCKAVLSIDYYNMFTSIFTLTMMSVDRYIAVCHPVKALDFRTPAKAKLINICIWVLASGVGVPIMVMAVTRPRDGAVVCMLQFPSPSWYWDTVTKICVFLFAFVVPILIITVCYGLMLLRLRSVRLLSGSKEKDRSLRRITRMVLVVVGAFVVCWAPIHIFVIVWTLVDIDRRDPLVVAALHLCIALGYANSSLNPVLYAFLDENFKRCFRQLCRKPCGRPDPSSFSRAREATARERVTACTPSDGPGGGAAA
OPRM1-OPRD1 ag = agonists of human mu-delta opioid receptor heterodimerization; P35372+P41143; cells, OPRM1-OPRD1 heterodimerization, luminescence; activation, % at 9.3 µM; 340,000 compounds, 0.3% hits; AID 504326; in the data active = activation above about 18%;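 also: 0% = vehicle-treated cells and 100% = reference agonist; values of inactives mirror those of a sister screen read the other way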
PKA-R1A act = activates the PKA-R1A holoenzyme complex; P00514+P68181; PKA-R1A dissociation, Cy5-IP20 fluorescence polarization; scaled: DMSO 0%, 113 µM cGMP 100%; activation, % at 11.4 µM; 340,000 compounds, 0.083% hits;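 active = percent activation above the mean of all tested compounds plus 3 SD, cut at about 19% in these data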;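 also: higher means more PKAc released from R1A so a rise in polarization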
Pemphigus Ab inh = inhibitors of pemphigus antibody binding to human desmoglein-3; DSG3-coupled beads, scFv-anti-DSG3-GFP binding, flow cytometry; stronger effect = lower value; 310,000 compounds, 0.48% hits; binding (percent of control), % at 10 µM; P32926; AID 588358;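 active = binding more than 3 SD below its plate's average and above zero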; also: some compounds called inactive have numbers as strong as hits
HTR5A ag = counter-screen for OPRM1-OPRD1 agonists: human HTR5A agonism | 340,000 compounds, 0.61% hits | activation, % at 9.3 µM | HTR5A agonist assay, luminescence, cell-based | P47898; in the data active = activation mostly above about 9.5%, no sharp cut-off; inactive = mostly below about 7.6%;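 also: 0% = cells with vehicle only and 100% = reference agonist; strong numbers were not always called active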
Ecoli viability = reduces bacterial viability in AddAB counter-screen. E. coli V3065 growth, OD600 absorbance, 18 h. inhibition, % at 11.9 µM. 330,000 compounds, 0.27% hits;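 active = inhibition above the campaign's mean inhibition across all tested compounds plus 3 SD, cut at about 9.9% in these data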;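 also: uninfected addAB+ strain grown without phage in ampicillin broth; 0% = DMSO wells and 100% = ciprofloxacin 0.95 µg/ml wells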
SUMO Mot1 rescue = inhibitors of SUMOylation pathway: yeast Mot1-301 growth rescue. 320,000 compounds, 1% hits. S. cerevisiae Mot1-301 growth rescue, ATP luminescence, 38.5C; percent above DMSO median, 100 means doubled. growth rescue, % at 18.8 µM. AID 2716;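 active = every valid replicate shows activation above 250% relative to neutral control wells; inactive = the rest, any valid replicate at or below 250%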;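 also: OY570 slx delta 5 strain wells were the positive control but not used for scaling; some compounds called inactive have numbers as strong as hits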
AddAB inh = less growth of phage-infected E. coli with AddAB; E. coli expressing H. pylori AddAB, absorbance growth; inhibition, % at 11.9 µM; 330,000 compounds, 0.29% hits; AID 435030; in the data active = inhibition above about 12%;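 also: 0% = vehicle wells of infected cells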
phage Ecoli inh = E. coli growth loss with phage present | 360,000 compounds, 0.26% hits | inhibition, % at 11.9 µM | AID 651602 | growth absorbance; in the data active = inhibition above about 11%
PfHsp90 set2 = inhibits growth of yeast expressing Plasmodium falciparum Hsp90; S. cerevisiae expressing PfHsp90, BacTiter-Glo ATP, 48 h; yeast lacking PDR1 and PDR3 efflux regulators; inhibition, % at 9.4 µM; 310,000 compounds, 0.32% hits; AID 504621;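 active = every replicate shows inhibition above about 80%, whatever the replicate mean, limit read from the data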;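 also: 0% = DMSO neutral controls and 100% = 20 µM radicicol positive controls; yeast relying on Plasmodium falciparum Hsp90 in place of its own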
HTR5A inv ctr = counter-screen for OPRM1-OPRD1 inverse agonists: human HTR5A inverse agonism; HTR5A cell line, luminescence; inhibition, % at 9.3 µM; 340,000 compounds, 0.083% hits; AID 504634; in the data active = inhibition mostly above about 23%, no sharp cut-off; inactive = mostly below about 18%;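 also: 0% = cells with DMSO and 100% = no-cell wells with DMSO; some compounds called inactive have numbers as strong as hits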
* hit, by the source's call; . = not tested or not shown.

SMILES | MOR-DOR inv ag | OPRM1-OPRD1 ag | PKA-R1A act | Pemphigus Ab inh | HTR5A ag | Ecoli viability | SUMO Mot1 rescue | AddAB inh | phage Ecoli inh | PfHsp90 set2 | HTR5A inv ctr
Cc1nn2c(-c3cccc(NC(=O)CSc4nc5ccccc5o4)c3)nnc2c2ccccc12 | 6 | -1.1 | -21 | 94 | 6 | -1.3 | 0 | -1.0 | 0.8 | 1 | -21
Cc1ccccc1S(=O)(=O)Cc1ccc(C(=O)NCCN2CCCCC2C)o1 (configuration not stated) | -14 | 2.3 | -5 | 128 | 0 | -2.0 | -8 | 1.1 | 1.9 | -20 | 4
C#CCNC(=O)C1=C[C@@H](c2ccc(C#C)cc2)[C@H](CCCO)[C@@H](OCC)O1 | 6 | -1.0 | -10 | 95 | 10 | 1.4 | 10 | -1.9 | 1.9 | -11 | 9
O=C(O)CN1C(=O)NC2(CCOc3ccccc32)C1=O (configuration not stated) | 10 | -1.9 | -3 | 89 | 4 | 0.3 | 6 | -0.2 | 1.4 | 8 | -10
O=C(c1cnn2c(C(F)(F)F)cc(-c3cccs3)nc12)N1CCN(C(c2ccccc2)c2ccccc2)CC1 | 4 | -0.7 | -2 | 107 | -3 | 0.8 | -22 | 4.0 | -0.4 | 3 | -3
O=C(CCc1nc2ccccc2s1)NCc1ccccc1F | 1 | -0.2 | -10 | 122 | 3 | 0.3 | -6 | -0.8 | 2.7 | -7 | 21
CCOc1ccc(N(CC(=O)Nc2cccc(Br)c2)S(C)(=O)=O)cc1 | -4 | 0.7 | -4 | 113 | 0 | -2.6 | -11 | 0.0 | 0.8 | 5 | 17
COc1ccc(OCCCN2CCc3ccccc3C2)cc1 | 14 | -2.8 | 0 | 110 | 2 | 0.3 | 12 | -1.5 | 0.5 | -6 | -8
COc1ccc(-n2c(C)cc(/C=C/c3nc(O)c([N+](=O)[O-])c(=O)[nH]3)c2C)cc1 | . | . | . | 102 | . | -1.6 | -7 | 2.7 | 1.9 | -12 | .
CN(C)/C=C1\N=C(c2ccccc2)OC1=O | -5 | 0.7 | -16 | 92 | -3 | 2.2 | -12 | -1.9 | 4.1 | -4 | 8
CC(=O)N(c1c(C)n(C)n(-c2ccccc2)c1=O)C1(C(=O)NC2CCCC2)CCCCC1 | 9 | -1.6 | 3 | 95 | 1 | -2.8 | -12 | -0.5 | 2.0 | 9 | -1
COCCc1nc2ccc(C(=O)N3CCCC(CCCO)C3)cc2o1 (configuration not stated) | 6 | -1.2 | -4 | 123 | -1 | -1.1 | -3 | 1.0 | -0.6 | 0 | 5
CCSc1nnc2c(n1)OC(C)(C)Nc1ccccc1-2 | 0 | -0.1 | -4 | 103 | 10 | 0.1 | -11 | 2.6 | 3.3 | -16 | -10
CCc1cc2ccc(C)cc2nc1SCC(=O)Nc1cc(C)on1 | -40 | 8.2 | -6 | 112 | -1 | -2.8 | -13 | -2.0 | 3.1 | . | 3
Cc1sc(-c2cccnc2)nc1OC(=O)C1CC1 | 0 | 0.0 | -6 | 103 | -7 | 0.7 | 31 | 3.6 | 1.3 | 23 | 18
COc1ccc(NC(=O)CCNC(=O)c2ccco2)c(OC)c1 | 15 | -2.3 | -5 | 100 | 3 | 1.6 | -6 | 3.9 | 2.1 | -5 | -8
CCN(CC)c1nc(-c2ccc(C(=O)NN)cc2)nc(-c2ccc(C(=O)NN)cc2)n1 | 11 | -2.4 | -6 | 104 | 0 | . | 2 | . | 2.0 | 14 | 0
O=C(Nc1cccc(C(F)(F)F)c1)c1csc(-c2ccncc2)n1 | -3 | 0.5 | 6 | 105 | 4 | 1.3 | 591 | 2.9 | 5.2 | 7 | -10
Fc1c(F)c(F)c(SCn2cc(Br)cn2)c(F)c1F | -2 | 0.6 | 5 | 103 | -5 | 0.2 | 4 | 2.9 | -0.2 | 43 | 13
COCCn1c(N)c(Sc2ccc(Cl)cc2)c(=O)[nH]c1=O | 6 | -0.9 | 9 | 101 | 5 | -1.5 | -13 | 3.1 | 0.8 | 19 | -15
CCCCC1=CC2=C(c3ccco3)C(=O)C(C)(OC(=O)c3ccc(OC)cc3)C(=O)C2=CN1CCc1ccccn1 (configuration not stated) | -18 | 3.2 | 2 | 101 | -2 | 1.2 | -17 | 3.1 | -0.3 | 7 | 19
O=C(NCc1ccccc1Cl)C1CCN(S(=O)(=O)N2CCC3(CC2)OCCO3)CC1 | -3 | 0.5 | -9 | 96 | 1 | -0.7 | -11 | 3.7 | -1.7 | . | -3
O=c1oc(-c2ccccc2F)nc2scc(-c3ccccc3)c12 | . | . | . | 96 | . | -1.5 | 10 | 0.8 | 1.8 | . | .
NC(=O)c1nsc(C(=O)N(CC(=O)NC2CCCCC2)Cc2ccc(F)cc2)c1N | 7 | -1.0 | 0 | 102 | 4 | -1.1 | 4 | 2.2 | 2.6 | 0 | -12
COc1ccc2[nH]c(=O)c(CNc3ccccc3OC)cc2c1 | -23 | 4.2 | -2 | 100 | 4 | -0.7 | 24 | -1.0 | 2.5 | 6 | -12
SMILES | MOR-DOR inv ag | OPRM1-OPRD1 ag | PKA-R1A act | Pemphigus Ab inh | HTR5A ag | Ecoli viability | SUMO Mot1 rescue | AddAB inh | phage Ecoli inh | PfHsp90 set2 | HTR5A inv ctr
CCOC(=O)SC1=N/C(=C\c2ccc(N(C)C)cc2)C(=O)S1 | 16 | -3.0 | -1 | 98 | -2 | 0.7 | 804 | 1.8 | 0.9 | -13 | 7
FC(F)(F)c1cc(-c2ccccc2)nc(-n2cc(Cl)cn2)n1 | -4 | 0.8 | -6 | 102 | -6 | 3.3 | 16 | 1.8 | 1.2 | -2 | -5
CC1(C)Cc2c(C#N)c(NCc3ccco3)nc(-c3ccco3)c2CO1 | 14 | -2.8 | 0 | 100 | 3 | 0.2 | -3 | -0.4 | 3.1 | 17 | -8
CSc1ccc(N2CCN(CCCNC(=O)Nc3ccccc3F)CC2)cc1 | -2 | 0.3 | 8 | 101 | -5 | 0.0 | -9 | -3.2 | 3.8 | . | 12
CCOc1ccccc1N1CCN(C(=O)c2cc3cc(OC)ccc3[nH]2)CC1 | 2 | -0.5 | 3 | 100 | 1 | -0.2 | 0 | 1.8 | . | -12 | -2
O=C(CCCN1C(=O)c2ccccc2C1=O)Nc1ccc2c(c1)OCCO2 | 11 | -1.9 | -8 | 101 | -3 | 0.2 | -2 | 2.4 | 2.5 | 6 | 9
COc1ccc(C2=NS(=O)(=O)N(C)C(C(=O)Nc3ccc(C(C)=O)cc3)=C2)cc1OC | 6 | -1.3 | -1 | 97 | -1 | -4.1 | 4 | -1.2 | 2.1 | -17 | -3
Clc1ccc(C[n+]2csc3ccccc32)cc1 | 4 | -0.8 | -3 | . | 4 | 2.0 | -27 | 5.7 | 3.1 | -75 | 5
CCOC(=O)C1(Cc2cccc(OC)c2)CCN(Cc2ccc(C)s2)CC1 | -25 | 5.1 | -10 | 86 | -2 | 2.5 | 1 | 1.3 | 2.3 | 1 | 10
COc1ccc(C2=NOC(C(=O)N3CCOCC3)C2)cc1OC (configuration not stated) | -2 | 0.4 | 3 | 97 | 5 | 1.7 | -12 | 2.9 | 5.3 | -22 | -3
CN(C)C(=O)c1cc(Cl)ccc1Sc1cc(Cl)ccc1Cl | 9 | -1.9 | 0 | 107 | 3 | 2.6 | 17 | 3.6 | 0.7 | -28 | 6
C#CCOCCOCCOCCNc1nc(N2CCN(C(=O)[C@H](CCCN=C(N)N)n3cc(C(N)[C@@H](C)CC)nn3)CC2)nc(N2CCN(C(=O)[C@H](CCCCN)n3cc([C@@H](N)CC(N)=O)nn3)CC2)n1 (some centres not stated) | 21 | -3.8 | 3 | 102 | 4 | -2.9 | -16 | 1.4 | 1.6 | 12 | -20
Cc1ccc(-c2nnn(CC(=O)N(c3ccccc3F)C(C(=O)NC3CCCC3)c3ccco3)n2)o1 (configuration not stated) | 4 | -0.7 | -7 | 98 | -3 | 2.0 | 2 | 0.3 | . | . | -40
COc1ccccc1CNC1CCCc2ccccc21 (configuration not stated) | 11 | -2.0 | -6 | 111 | 4 | . | -6 | . | 0.3 | -3 | -36
COc1ccc(N2C(=O)c3ccc(C(=O)OC(C)C)cc3C2=O)cc1 | 11 | -1.8 | 0 | 64 | -2 | -2.8 | -1 | -1.1 | 0.3 | -38 | -1
CC(C)Sc1nnc(CNC(=O)C23CC4CC(CC(C4)C2)C3)n1Cc1ccccc1 | 2 | -0.5 | -15 | 99 | 3 | -0.7 | 2 | 1.3 | 0.1 | -3 | -8
Cc1cccc(-c2nc(CS(=O)CC(=O)N3CCc4ccccc4C3)c(C)o2)c1 (configuration not stated) | 15 | -3.0 | -8 | 103 | 2 | 1.9 | 149 | 2.2 | . | 2 | -6
CCN(CC)CC(=O)N1c2ccccc2Sc2ccccc21 | 6 | -1.2 | 3 | 102 | 3 | 0.4 | -12 | -0.6 | -2.2 | -25 | -13
O=C(CN1CCCC1)Nc1ccccc1C(=O)c1ccccc1 | 4 | -0.7 | 6 | 97 | 6 | 0.1 | -25 | 0.7 | 2.2 | -7 | -2
CC1CC(C)CN(C(=O)COc2ccc(-c3nnco3)cc2)C1 (configuration not stated) | 4 | -0.8 | -1 | 97 | -2 | 3.1 | -8 | -1.1 | 1.8 | 24 | 5
O=C(NNS(=O)(=O)c1ccc2ccccc2c1)NC1CCCCC1 | 7 | -1.4 | 2 | 101 | -2 | -0.4 | . | -0.9 | 2.6 | 12 | 8
Cc1c(C(=O)Nc2ccc(S(=O)(=O)Nc3ncccn3)cc2)oc2ccccc12 | 5 | -1.2 | -10 | . | -4 | -2.6 | -1 | -0.2 | 0.3 | -12 | 9
Cc1ccc(N(CCC#N)C(=O)COC(=O)C2CCN(S(=O)(=O)c3ccc4c(c3)OCCO4)CC2)cc1 | 21 | -4.0 | 6 | 95 | -1 | -1.2 | -20 | -1.4 | 2.1 | . | 2
CCc1nnc2sc(-c3cc(-c4ccccc4)nc4ccccc34)nn12 | 15 | -2.8 | -6 | 94 | 7 | -0.4 | -3 | 1.1 | 1.3 | 23 | 3
C/C(=N/NC(=O)c1ccccn1)c1ccc(O)cc1 | 9 | -1.8 | -3 | 98 | -1 | 2.3 | 129 | -1.1 | -1.0 | -3 | -2
Cc1[nH]n(-c2cccc3ccccc23)c(=O)c1/C=N/NC(=O)c1cccc([N+](=O)[O-])c1 | 16 | -3.1 | -6 | 125 | 5 | 7.5 | 42 | 9.5 | 3.2 | -3 | 5
CN(Cc1nc2ccccc2c(=O)[nH]1)C(=O)c1cccc(S(=O)(=O)N2CCc3ccccc32)c1 | 1 | -0.3 | 0 | 105 | -7 | 2.2 | 27 | 1.5 | -0.9 | -7 | 16
Cn1c(=O)c(=O)n(C)c2cc(S(=O)(=O)CCC(=O)Nc3ccc(C(F)(F)F)cc3)ccc21 | 3 | -0.6 | -11 | 102 | 4 | 1.6 | 13 | 1.5 | 2.4 | 19 | 1

An excerpt from above in order of their number in phage Ecoli inh, rising:
Molecule	phage Ecoli inh
COc1ccc(N2C(=O)c3ccc(C(=O)OC(C)C)cc3C2=O)cc1	0.3
Cn1c(=O)c(=O)n(C)c2cc(S(=O)(=O)CCC(=O)Nc3ccc(C(F)(F)F)cc3)ccc21	2.4
Cc1[nH]n(-c2cccc3ccccc23)c(=O)c1/C=N/NC(=O)c1cccc([N+](=O)[O-])c1	3.2
